Screens deposited in PubChem by Icahn School of Medicine at Mount Sinai.
RBX1-CUL1 inh = inhibitors of human ROC1-CUL1 ubiquitin ligase activity | inhibition, % at 10 µM | in vitro K48 di-Ub FRET, acceptor:donor ratio, 45 min | 140,000 compounds, 0.6% hits; in the data active = inhibition above about 25%
Target sequence (P62877 whole entry, looked up): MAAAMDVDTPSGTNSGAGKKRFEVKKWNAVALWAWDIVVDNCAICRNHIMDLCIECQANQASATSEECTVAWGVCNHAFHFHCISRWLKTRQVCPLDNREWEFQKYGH
Target sequence (Q13616 whole entry, looked up): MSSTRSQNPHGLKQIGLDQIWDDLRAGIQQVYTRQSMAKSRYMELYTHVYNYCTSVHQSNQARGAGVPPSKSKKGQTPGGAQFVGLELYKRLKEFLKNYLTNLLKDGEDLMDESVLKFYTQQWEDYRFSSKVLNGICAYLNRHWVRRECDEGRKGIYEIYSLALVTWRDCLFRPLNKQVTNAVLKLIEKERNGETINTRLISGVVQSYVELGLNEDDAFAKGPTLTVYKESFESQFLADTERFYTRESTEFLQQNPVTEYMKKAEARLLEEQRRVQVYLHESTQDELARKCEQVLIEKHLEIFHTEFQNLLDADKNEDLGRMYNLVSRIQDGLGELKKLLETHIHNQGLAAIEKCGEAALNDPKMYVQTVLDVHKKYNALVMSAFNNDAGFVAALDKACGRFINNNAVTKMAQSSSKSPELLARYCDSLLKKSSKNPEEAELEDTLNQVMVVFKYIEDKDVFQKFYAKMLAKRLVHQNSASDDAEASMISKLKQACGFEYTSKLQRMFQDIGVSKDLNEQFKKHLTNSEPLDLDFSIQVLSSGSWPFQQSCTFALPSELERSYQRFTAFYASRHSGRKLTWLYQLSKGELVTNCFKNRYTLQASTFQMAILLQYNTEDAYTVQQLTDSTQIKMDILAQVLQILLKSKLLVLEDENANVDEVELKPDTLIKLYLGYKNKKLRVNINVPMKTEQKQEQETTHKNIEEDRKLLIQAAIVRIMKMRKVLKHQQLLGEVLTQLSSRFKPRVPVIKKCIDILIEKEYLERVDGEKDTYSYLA
The depositor's hits bear a star.

`COC(=O)[C@]1(C)C[C@H](C(=O)N(C)Cc2ccncc2C)[C@H](c2ccccc2C)N1C` gave RBX1-CUL1 inh -3.5.
`CC(=O)N1CCN(c2ncccc2CNCc2cnc(-c3ccccc3)s2)CC1` gave RBX1-CUL1 inh -6.5.
Screening CCc1ccc(NC(=O)Cn2nnc(C(=O)NCc3ccc(C)cc3)c2N)cc1 returned RBX1-CUL1 inh -6.8.
COc1cc(NC(=O)CSc2nc(-c3ccco3)cc(C(F)(F)F)n2)c(OC)cc1Cl was read as RBX1-CUL1 inh 1.4.
COc1ccc(C2c3c(n[nH]c3-c3ccc(C)cc3)OC(=N)C2C#N)cc1CSC1=NCCS1 (stereo unspecified) was read as RBX1-CUL1 inh -0.4.
CCOC(=O)c1c(NC(=O)c2cc3nc(-c4ccccc4)cc(-c4ccccc4)n3n2)sc(C(C)=O)c1C was read as RBX1-CUL1 inh 5.6.
`COc1ccc(Cn2c(=O)c3oc4ccccc4c3n(CC(=O)Nc3c(C)cccc3C)c2=O)cc1` gave RBX1-CUL1 inh 0.4.
`CC(=O)N=C1CC(=NS(=O)(=O)c2ccc(C)cc2)CC(=NC(C)=O)C1=O` gave RBX1-CUL1 inh -1.0.
For COc1cc(Br)cc2cc(C(=O)N3CCCCCC3)c(=O)oc12 the results were RBX1-CUL1 inh 3.4.
Screening CCCCn1nnnc1NC(=O)NC1CCS(=O)(=O)C1 (stereo unspecified) returned RBX1-CUL1 inh 8.6.
`CCC(Oc1ccccc1-c1nnc(-c2ccccc2)o1)C(=O)Nc1ccc(C(C)=O)cc1` (stereo unspecified) gave RBX1-CUL1 inh -8.2.
For COc1cc(CNc2cccc(C)c2)cc(Cl)c1OCc1ccc(Cl)cc1Cl the results were RBX1-CUL1 inh -7.7.
c1csc(-c2ccc(-c3nccs3)cc2)n1 was read as RBX1-CUL1 inh -1.0.
`COCCNc1oc(/C=C/c2ccc(F)cc2)nc1C#N` gave RBX1-CUL1 inh -1.4.
For Cc1ccc(/C=C/c2nnc(-c3ccccc3)[nH]c2=O)cc1 the results were RBX1-CUL1 inh 1.8.
Screening Cc1ccc(CCC(=O)NCc2ccccc2Cl)cc1 returned RBX1-CUL1 inh 5.3.
For COc1ccc(-c2c3c(nc4ncnn24)-c2ccccc2C3=O)cc1 the results were RBX1-CUL1 inh 1.5.
For Cc1cccc(NC(=O)CSc2nc3ccc(NC(=O)COc4ccccc4C)cc3s2)c1 the results were RBX1-CUL1 inh -5.0.
Screening CCOC(=O)c1ccc(NC(=O)CSc2nc3c(c(C(F)(F)F)n2)CCCC3)cc1 returned RBX1-CUL1 inh -4.3.
`CCOc1ccc(S(=O)(=O)NC(C)CC)c(C)c1C` (stereo unspecified) gave RBX1-CUL1 inh 12.5.
CN(CCc1cnn(C)c1)c1nncc(-c2ccc3ccccc3c2)n1 was read as RBX1-CUL1 inh -6.6.
For COc1ccc(CNC(=O)c2cnc3sc(N4CCCCCC4)nn3c2=O)cc1 the results were RBX1-CUL1 inh -3.6.
For Cc1cccc(NS(=O)(=O)c2cc(OCC(N)=O)c(C)cc2Cl)c1 the results were RBX1-CUL1 inh -2.4.
For CCOc1ccccc1NC(=O)c1ccc(NS(C)(=O)=O)cc1 the results were RBX1-CUL1 inh -6.8.
`COc1ccc2c(c1)C=C(CN1CCC3(CCCN(C)C3=O)C1)CO2` (stereo unspecified) gave RBX1-CUL1 inh 7.6.
`Cc1ccccc1/C=C1/CCn2c1nc(=O)c1ccccc12` gave RBX1-CUL1 inh 1.0.
Screening CC(=O)Nc1c(C(C)=O)sc2ccccc12 returned RBX1-CUL1 inh 0.9.
CC(=O)c1ccc(NC(=O)c2sc3nc4c(cc3c2N)CN(C)CC4)cc1 was read as RBX1-CUL1 inh -3.1.
Screening O=C(NC1(C(F)(F)F)C(=O)N=C2C1C(=O)NC(=O)N2c1ccccc1F)c1cccs1 (stereo unspecified) returned RBX1-CUL1 inh 12.9.
`O=C1c2[nH]nc(-c3ccc(Br)cc3)c2C(c2cccc(O)c2)N1c1ccc(Cl)cc1` (stereo unspecified) gave RBX1-CUL1 inh -9.5.
Screening CCOc1cccc(CNC(=O)c2ccc(N3CCCC3)c(NC(=O)NCc3ccc(F)cc3)c2)c1 returned RBX1-CUL1 inh 3.5.
`Fc1cccc(COc2cccc3c2Oc2nc4ccccc4nc2O3)c1` gave RBX1-CUL1 inh -6.2.
`COc1ccccc1OCC(=O)Nc1ccc(Cc2ccc(NC(=O)COc3ccccc3OC)c(O)c2)cc1O` gave RBX1-CUL1 inh -4.0.
Screening CCOC(=O)C1=C(c2ccccc2)N=c2s/c(=C/c3ccsc3)c(=O)n2C1c1ccccc1 (stereo unspecified) returned RBX1-CUL1 inh -3.7.
Screening CSc1ccc(CCNC(=O)NCc2noc3ccccc23)cc1 returned RBX1-CUL1 inh 4.2.
`C(=N/Nc1nccs1)/c1cccnc1` gave RBX1-CUL1 inh 5.2.
Screening CC(C)c1ccc(NS(C)(=O)=O)cc1 returned RBX1-CUL1 inh -0.9.
Screening O=c1c(Cc2ccc(Cl)cc2)cc2sccc2c2ccsc12 returned RBX1-CUL1 inh 0.8.
Screening Cc1cccc(CN2CCC(C(=O)N3CCOCC3)CC2)c1 returned RBX1-CUL1 inh 11.3.
`CC(C)CCN1C(=O)c2ccccc2CC1(C)C(=O)NC1CCC(C)CC1` (stereo unspecified) gave RBX1-CUL1 inh -3.0.
Screening C/C(=N\NC(=O)Cc1cccn1C)c1ccc(-n2ccnc2)cc1 returned RBX1-CUL1 inh -3.2.
`COc1ccc(-c2ccc(C#N)c(SCC(=O)Nc3ccc(C)cc3)n2)cc1OC` gave RBX1-CUL1 inh -10.2.
`CCCCOC(=O)C1CCCC(C)N1` (stereo unspecified) gave RBX1-CUL1 inh -0.1.
For CCn1c(CSCc2ccc(Cl)cc2)nnc1SCC(=O)Nc1ccccc1OC the results were RBX1-CUL1 inh -0.6.
O=C(Oc1ccc(NC2NS(=O)(=O)C3CCCCC23)cc1)c1ccc(Br)cc1 (stereo unspecified) was read as RBX1-CUL1 inh -2.2.
Screening O=C(Nc1cccc(Cl)c1)C1CCN(S(=O)(=O)Cc2ccccc2)CC1 returned RBX1-CUL1 inh -2.5.
For COCCn1c(=O)c2c(nc3n(-c4ccccc4)c(C)c(C)n23)n(C)c1=O the results were RBX1-CUL1 inh 3.2.
`Cc1ccc(-c2n[nH]c3c2CN(C(=O)CCc2c[nH]c4ccccc24)CC3)cc1` gave RBX1-CUL1 inh -1.7.
For Cc1cn2c(=O)cc(COC(=O)c3cccc(NC(=O)COc4ccc(Cl)cc4)c3)nc2s1 the results were RBX1-CUL1 inh -2.1.
For C#CCN1N=C(c2ccc(NC(=O)c3ccccc3)cc2)CSC1=O the results were RBX1-CUL1 inh 10.8.
COc1ccc(CCNC(=O)CCS(=O)(=O)c2ccc3c(c2)oc(=O)n3C)cc1OC was read as RBX1-CUL1 inh -5.7.
For COc1ccc(-c2cc(C(F)(F)F)n3ncc(C(=O)N(C)Cc4ccccc4)c3n2)cc1 the results were RBX1-CUL1 inh -1.0.
`Cc1cnccc1-c1cccc(-c2ccn(CC(C)(C)O)n2)c1` gave RBX1-CUL1 inh 5.5.
For Cc1ccc(NC(=O)CSc2nc(C)cc(C)n2)cc1 the results were RBX1-CUL1 inh 8.3.
For CC1=NNc2nc3c(c(=O)n(C)c(=O)n3C)n2C1C (stereo unspecified) the results were RBX1-CUL1 inh 5.7.
`CCOC(=O)N1CCC(N2Cc3cc(C)ccc3OC(c3ccsc3)C2)CC1` (stereo unspecified) gave RBX1-CUL1 inh 7.9.
Screening Cc1cccc(-n2c(=O)c3c(c4cc(C)ccc4n3C)n(CC(=O)Nc3ccc(C)c(C)c3)c2=O)c1 returned RBX1-CUL1 inh 9.4.
Screening CCC(n1nc(C)cc1C)n1nc(C)cc1C returned RBX1-CUL1 inh -9.7.
Cc1cc(C)cc(NC(=O)c2sc3nc(-c4ccccc4)cc(-c4ccccc4)c3c2N)c1 was read as RBX1-CUL1 inh 8.4.
`O=C(Nc1ccc(Cl)c(Cl)c1)c1ccncc1` gave RBX1-CUL1 inh 3.8.
For O=C(CSc1nnc(-c2cnn(-c3ccccc3)c2-n2cccc2)o1)c1ccccc1 the results were RBX1-CUL1 inh -6.8.
CCOc1ccc(CNC(=O)Cc2ccc(NC(=O)N3CCSc4ncccc43)cc2)cc1 was read as RBX1-CUL1 inh -5.4.
For CC(=O)OCCNC(=O)c1cnc2ccccc2c1 the results were RBX1-CUL1 inh -9.4.
For COc1ccc(S(=O)(=O)N(CC(=O)N(C)Cc2ccccc2)c2ccc(Cl)cc2)cc1 the results were RBX1-CUL1 inh 9.0.
For Cc1cc(NC(=O)CSc2nc3c([nH]c4ccccc43)c(=O)n2-c2ccccc2F)no1 the results were RBX1-CUL1 inh 0.0.
`Cc1cccc2c(C(=O)N3CCCC3)cc(-c3cnc(-c4cccnc4)nc3)nc12` gave RBX1-CUL1 inh 12.4.
O=C(CSc1nnc2ccc3ccccc3n12)N1CCC(c2noc3ccc(F)cc23)CC1 was read as RBX1-CUL1 inh 1.7.
`COc1ccccc1CN1CCCC(CN(CCN(C)C)C(=O)c2ccccn2)C1` (stereo unspecified) gave RBX1-CUL1 inh -6.1.
O=c1cc(-c2ccccc2)n2c(SCc3ccc(F)cc3)nnc2[nH]1 was read as RBX1-CUL1 inh 0.0.
`Clc1cccc(-c2nn3c(-c4ccncc4)nnc3s2)c1` gave RBX1-CUL1 inh -4.0.
CCC(Oc1ccccc1F)C(=O)N1CCN(CC)CC1 (stereo unspecified) was read as RBX1-CUL1 inh -3.7.
`O=C(Nc1n[nH]c(-c2ccccc2)n1)N1CCC2(C=Cc3ccccc32)CC1` gave RBX1-CUL1 inh -2.0.
CC(=O)OC1CCC2(C)C3CCC4(C)C(CC5OC(C)(C)OC54C(C)=O)C3CC[C@H]2C1 (stereo partly specified) was read as RBX1-CUL1 inh 3.4.
For CCOc1ccc(CNC(=O)Cn2nc(N3CCN(c4ccccc4)CC3)ccc2=O)cc1 the results were RBX1-CUL1 inh 0.4.
For Cc1ccc(C(=O)N2c3ccccc3C=CC2C#N)cc1 (stereo unspecified) the results were RBX1-CUL1 inh 1.8.
COc1ccc(/C=C/C(=O)c2nc3ccccc3n2CC(=O)c2ccc(OC)cc2)cc1 was read as RBX1-CUL1 inh -6.0.
Screening c1ccc(Oc2cccc(-c3nc4ccccc4[nH]3)c2)cc1 returned RBX1-CUL1 inh 3.5.
`O=c1c2sc3ccccc3c2n(Cc2ccc(F)cc2Cl)c(=O)n1Cc1ccccc1` gave RBX1-CUL1 inh 3.5.
Screening Cc1nc(N)sc1C(=O)N/N=C\c1cc(Br)c(O)c(Br)c1 returned RBX1-CUL1 inh 7.4.
CCCN(CC1CC1)C(=O)C1CCN(C2CCN(Cc3cccc(C)n3)CC2)CC1 was read as RBX1-CUL1 inh 5.2.
For O=S1(=O)OC2CC3CCCCC3CC21 (stereo unspecified) the results were RBX1-CUL1 inh -1.4.
`Cc1ccc2c(CC(=O)N(Cc3cccc(Cl)c3)C3CCS(=O)(=O)C3)coc2c1` (stereo unspecified) gave RBX1-CUL1 inh -8.2.
For O=C(NCc1cccc(Br)c1)C1CCCCN1S(=O)(=O)c1ccc(F)cc1 (stereo unspecified) the results were RBX1-CUL1 inh 1.8.
Screening O=C(N/N=C/c1ccc(Sc2nc3ccccc3[nH]2)o1)c1ccccc1[N+](=O)[O-] returned RBX1-CUL1 inh 9.8.
`CCc1cccc(CC)c1NC(=O)CSc1nc2cc(C)ccc2cc1C#N` gave RBX1-CUL1 inh -8.8.
`CSc1nc(N)nc(SCCS(=O)(=O)c2ccc(Cl)cc2)c1C#N` gave RBX1-CUL1 inh -4.9.
O=C1NCCN(CC(c2ccccc2)c2ccccc2)C1CC(=O)N1CCCCO1 (stereo unspecified) was read as RBX1-CUL1 inh 0.1.
For Cc1cc(C(=O)NCc2cccc(Cl)c2)no1 the results were RBX1-CUL1 inh 1.8.
Cc1ccc(F)cc1S(=O)(=O)N1CCCC(CO)(Cc2cccc(Cl)c2)C1 (stereo unspecified) was read as RBX1-CUL1 inh -4.1.
For CCN(CCCNC(=O)Cn1ncc2c([nH]c3ccc(C)cc32)c1=O)Cc1ccccc1 the results were RBX1-CUL1 inh 8.6.

Ordered by count of non-hydrogen atoms (descending): some entries from above.
O=C1NCCN(CC(c2ccccc2)c2ccccc2)C1CC(=O)N1CCCCO1 (stereo unspecified) was read as RBX1-CUL1 inh 0.1.
Screening O=C(N/N=C/c1ccc(Sc2nc3ccccc3[nH]2)o1)c1ccccc1[N+](=O)[O-] returned RBX1-CUL1 inh 9.8.
`CCc1cccc(CC)c1NC(=O)CSc1nc2cc(C)ccc2cc1C#N` gave RBX1-CUL1 inh -8.8.
Cc1ccc(F)cc1S(=O)(=O)N1CCCC(CO)(Cc2cccc(Cl)c2)C1 (stereo unspecified) was read as RBX1-CUL1 inh -4.1.
For O=S1(=O)OC2CC3CCCCC3CC21 (stereo unspecified) the results were RBX1-CUL1 inh -1.4.

(continued)
`CCc1ccccc1NC(=O)CSc1nc2ncccc2o1` gave RBX1-CUL1 inh 5.4.
CCN1C(=O)N=C(Cc2cn(CC)c3ccccc23)C1=O was read as RBX1-CUL1 inh 1.6.
Screening Cc1ccc2nc(-c3ccc(NC(=O)CCCOc4ccc(Cl)cc4)cc3)sc2c1 returned RBX1-CUL1 inh -5.1.
For O=C(Nc1nnc(COc2ccc(Br)cc2)s1)C1CCCCC1 the results were RBX1-CUL1 inh -7.1.
`CC(C)(C)c1ccc(-c2noc(CCC(=O)Nc3cccc(Cl)c3)n2)cc1` gave RBX1-CUL1 inh -2.6.
Screening CCc1ccccc1NC(=O)Cn1nnc(-c2nc(-c3ccncc3)no2)c1N returned RBX1-CUL1 inh -5.5.
`Cc1ccc(CN(C)CC2(O)CCCN(Cc3ccc(F)cc3)C2=O)o1` (stereo unspecified) gave RBX1-CUL1 inh 10.0.

2 compounds drawn at random from the list so far, as already listed:
`CCC(Oc1ccccc1-c1nnc(-c2ccccc2)o1)C(=O)Nc1ccc(C(C)=O)cc1` (stereo unspecified) gave RBX1-CUL1 inh -8.2.
`O=C(Nc1ccc(Cl)c(Cl)c1)c1ccncc1` gave RBX1-CUL1 inh 3.8.

Some of the compounds tested; the hit share may differ from the screen's.
